Screening data deposited in PubChem by National Center for Advancing Translational Sciences (NCATS).
DT40 TDP1 no CPT – qHTS for Inhibitors of human tyrosyl-DNA phosphodiesterase 1 (TDP1): qHTS in cells in absence of CPT; 420,000 compounds, 15% hits; Potency, µM (highest dose often 46.2 µM), without a hit: at the highest dose activity change, negative = growth inhibition, usual class: inhibitors; AID 686978, 2013; DT40 Tdp1-/- hTDP1 cells, no CPT, ATP luminescence, 48 h; also: nearly all actives have a fitted effect of over 55% in size
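Chicken DT40 Tdp1-/- cells complemented with human TDP1, screened without camptothecin (DMSO vehicle only), 400 cells/well. Compounds pin-transferred, cells incubated at 37 °C for at least 48 hr. Growth read as ATP-dependent luminescence (CellTiter-Glo, 30 min at RT).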
GCN5L2 inh – blocks human GCN5L2 histone acetyltransferase. Q92830. GCN5L2 HAT assay, ThioGlo1 CoA-SH fluorescence. Potency, µM (series often up to 58.9 µM), without a hit: at the top dose activity change, negative = inhibition, usual class: inhibitors. 390,000 compounds, 0.21% hits. AID 504327
Target sequence (Q92830 whole entry, looked up): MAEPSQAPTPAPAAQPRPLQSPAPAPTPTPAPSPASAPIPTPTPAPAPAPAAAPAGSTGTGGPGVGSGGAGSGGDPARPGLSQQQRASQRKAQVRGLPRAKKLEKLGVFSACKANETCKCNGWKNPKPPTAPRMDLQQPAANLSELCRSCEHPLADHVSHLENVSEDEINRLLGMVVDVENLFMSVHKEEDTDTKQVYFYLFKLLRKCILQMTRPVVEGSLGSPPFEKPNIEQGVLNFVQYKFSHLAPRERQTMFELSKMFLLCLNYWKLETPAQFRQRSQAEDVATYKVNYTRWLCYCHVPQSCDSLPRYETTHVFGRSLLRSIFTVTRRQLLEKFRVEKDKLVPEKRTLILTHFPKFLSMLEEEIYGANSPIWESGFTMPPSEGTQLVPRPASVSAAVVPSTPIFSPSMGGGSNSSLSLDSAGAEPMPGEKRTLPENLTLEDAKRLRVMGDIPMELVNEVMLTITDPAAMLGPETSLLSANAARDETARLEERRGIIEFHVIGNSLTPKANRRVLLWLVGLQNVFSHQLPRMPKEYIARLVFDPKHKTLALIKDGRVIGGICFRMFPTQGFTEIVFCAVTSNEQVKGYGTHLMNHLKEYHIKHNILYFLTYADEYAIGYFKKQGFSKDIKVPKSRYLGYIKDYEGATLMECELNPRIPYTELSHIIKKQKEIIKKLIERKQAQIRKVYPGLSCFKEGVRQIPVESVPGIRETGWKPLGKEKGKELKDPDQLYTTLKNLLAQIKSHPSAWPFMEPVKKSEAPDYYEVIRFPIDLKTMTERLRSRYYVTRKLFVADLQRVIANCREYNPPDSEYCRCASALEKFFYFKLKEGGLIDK
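GCN5L2 (20nM final) in 50mM HEPES, 0.1mM EDTA pH 7.5, 0.01% Tween-20 was preincubated 15 min at room temperature with compound, then given ThioGlo1 (50uM), H3(1-25) peptide (75uM) and acetyl-CoA (70uM); CoA-thiol fluorescence (Ex340/Em540) was read at 0 and 20 min.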
TDP1 cell CPT – growth inhibition of DT40 Tdp1-/-;hTDP1 cells with camptothecin (screen for TDP1 inhibitors); chicken DT40 Tdp1-/-;hTDP1 cells + 20 nM CPT, ATP luminescence, 48 h; Potency, µM (top dose mostly 46.2 µM), without a hit: top-dose activity change, negative = growth inhibition, hits mostly inhibitors; 420,000 compounds, 12% hits; also: nearly all actives have a fitted effect of over 55% in size
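Chicken DT40 Tdp1-/- cells stably complemented with human TDP1 were seeded at 400 cells/well in medium containing 20 nM camptothecin, exposed to pin-transferred compounds, and grown at 37 °C for at least 48 hr. Viability was read as ATP luminescence.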
* marks the source's active call; other numbers are inactive results; ? = inconclusive; / = not tested or not shown. Calls follow the shape of the dose curve; as a rule, active = well fitted curve in the direction sought with a large enough effect; inconclusive = small, poorly fitted or top-dose-only effect, or another doubt; inactive = no such curve, though single readings can be large; an effect the other way counts as inactive or inconclusive. % is scaled to controls: 0 for no effect and ±100 for the full control effect; potency is read from the fitted curve at half-maximal effect.

smiles	DT40 TDP1 no CPT	GCN5L2 inh	TDP1 cell CPT
S=C(NCCc1ccncc1)Nc1cccc2ccccc12	-19%	-12%	8%
Cc1ccccc1-c1nc(CS(=O)(=O)CC(=O)Nc2c(C)cccc2C)c(C)o1	18µM*	1%	?
CCN(CC(=O)NCc1cccs1)C(=O)c1ccc(OC)c(OC)c1	-6%	-7%	-3%
OCC[C@@H]1C[C@@H](O)[C@H](O)[C@]2(CCc3ccccc3CO2)O1	2%	-5%	-18%
CCOC(=O)c1cc2occc2n1CC(=O)NC1CCC(C)CC1 (centres undefined)	-7%	-5%	-7%
Cc1cccc(NC(=O)c2cnn(-c3ccccc3)c2-n2cccc2)c1C	?	-8%	16µM*
CC(C)(C)C(=O)NC1CC(=O)N(c2ccc3c(c2)OCCO3)C1 (centres undefined)	13%	12%	-1%
O=C(Oc1oc(-c2ccco2)nc1C=Nc1ccc(Cl)cc1)c1ccco1	9.2µM*	-15%	10µM*
NC(=O)c1ccccc1NC(=O)CC1(CC(=O)O)CCCC1	13%	0%	7%
COc1cccc(N2CCN(C(=O)c3cccc(S(=O)(=O)N4CCCC4)c3)CC2)c1	?	/	-2%
COC(=O)[C@@H]1[C@H]2SC(C)(C)[C@H](C(=O)OC)N2C(=O)N1Cc1cc2ccccc2n1S(=O)(=O)c1ccccc1	13µM*	/	?
Cc1nnc(N2CCCC(C(=O)NCc3ccccc3)C2)c2nn(-c3ccccc3)c(C)c12 (centres undefined)	-20%	-10%	-8%
CC(C)Cn1nc(C(=O)NCc2ccccc2CN2CCCC2)c2ccccc2c1=O	?	1%	?
CN(C)S(=O)(=O)c1cccc(NC(=O)C(c2ccccc2)c2ccccc2)c1	?	-12%	?
C[C@H](CO)N1C[C@H](C)[C@@H](CN(C)Cc2cccnc2)Oc2ncc(-c3cccc(C#N)c3)cc2C1=O	-17%	/	?

Entries of single compounds, quoted from the list. Order of screens: DT40 TDP1 no CPT | GCN5L2 inh | TDP1 cell CPT
CC(C)(C)C(=O)NC1CC(=O)N(c2ccc3c(c2)OCCO3)C1 (centres undefined) in the list: 13% | 12% | -1%
S=C(NCCc1ccncc1)Nc1cccc2ccccc12 in the list: -19% | -12% | 8%
COc1cccc(N2CCN(C(=O)c3cccc(S(=O)(=O)N4CCCC4)c3)CC2)c1 in the list: ? | / | -2%

(listing goes on)
smiles	DT40 TDP1 no CPT	GCN5L2 inh	TDP1 cell CPT
Cc1ccccc1NC(=O)C1CCCN1/C=C/C(=O)C(F)(F)F (centres undefined)	-2%	-5%	-4%
COCCOC(=O)c1c(C)n(C)c2ccc(OC(=O)c3ccccc3F)cc12	?	-6%	0%
COC(=O)c1cc(S(=O)(=O)N2CCCCC2C)c[nH]1 (centres undefined)	-1%	-1%	-15%
Cc1nnc2sc(COc3ccccc3)nn2c1=O	19%	-11%	5%
CCN(CCO)Cc1cc(=O)oc2c(C)c(C)ccc12	-7%	-5%	-24%
CCC1CN(C(=O)Nc2cc(Cl)ccc2C(=O)OC)c2ccccc2S1 (centres undefined)	?	-12%	?
COc1cc(S(=O)(=O)N2CCOCC2)ccc1F	-8%	3%	4%
COC(=O)c1cn(NC(=O)c2ccccc2[N+](=O)[O-])c(=O)c2ccccc12	?	-6%	23%
NC(=O)CCCn1c(C(=O)c2ccc(Cl)cc2)c2ccc([N+](=O)[O-])cc2[n+]1[O-]	8.2µM*	-16%	3.7µM*
CCOC(=O)C1=C(CN2c3ccccc3CC2C)NC(=O)NC1c1ccccc1 (centres undefined)	?	-11%	?
CCc1ccc(NC(=O)CC2C(=O)Nc3c2c(=O)n(C)c(=O)n3C)cc1 (centres undefined)	-1%	-16%	-1%
COc1ccc(NC(=O)NC2CCCCCCC2)c(OC)c1	1%	-4%	10%
CCN(CC)S(=O)(=O)c1ccc2c(c1)N(CC(=O)Nc1ccc(NC(C)=O)cc1)C(=O)CO2	-17%	-2%	3%
O=C1CSC2=NCN(c3ccc4c(c3)OCO4)CN12	-11%	0%	-23%
CCOC(=O)c1sc(N)c(C(=O)Nc2ccccc2)c1C	?	-6%	?
Cc1cccc(OCC(=O)NC(=S)Nc2ccccc2N2CCOCC2)c1C	-6%	1%	-21%
Nn1c(SCC(=O)NC2CCCCC2)nnc1-c1ccco1	8%	-1%	4%
O=[N+]([O-])c1ccc(-c2nc3ccc([N+](=O)[O-])cc3[nH]2)cc1	9.2µM*	-25%	13µM*
COc1ccc(NC(=O)CN2C(=O)NC(C)(c3ccccc3)C2=O)c(OC)c1 (centres undefined)	-11%	-3%	-3%
CC(=O)Nc1cccc(NC(=S)Nc2ccc(F)cc2F)c1	-1%	1%	0%
COC(=O)c1ccc(-n2c(C)cc(/C=N/n3cnnc3)c2C)cc1	?	-6%	?
CC1(C)CC[C@]2(C(=O)O)CC[C@@]3(C)C(=CCC4[C@@]5(C)CCC(O)C(C)(C)C5CC[C@@]43C)C2C1 (some centres undefined)	-1%	-4%	4%
O=C(CNC(=O)c1ccc(N2C(=O)c3ccccc3C2=O)cc1)OCC(=O)c1cccc2ccccc12	-13%	2%	-18%
N#CC1=C(N)Oc2cc(N)ccc2C1c1ccccc1 (centres undefined)	18µM*	/	23µM*
COc1ccc(OCc2nn3c(-c4cccc(OC)c4)nnc3s2)cc1	-21%	-3%	-10%
O=C(c1cccnc1)N1N=C(c2cccs2)CC1c1ccc(F)cc1 (centres undefined)	-22%	-6%	6%
CCOc1ccc(Br)cc1S(=O)(=O)N1CCC(C(=O)O)CC1	-17%	-2%	3%
CCCN(CCC)C(=O)CSc1nc2ccccc2c(=O)n1C1CCCC1	13µM*	-4%	13µM*
COc1cc(OC)cc(C(=O)N/N=C\c2ccoc2)c1	9%	-6%	-9%
Cc1ccc(N(CC(=O)N/N=C/c2ccc(OC3CSC3)cc2)S(=O)(=O)c2ccccc2)c(C)c1	?	-1%	?

Reprinted at random: 3 records from the list.
smiles	DT40 TDP1 no CPT	GCN5L2 inh	TDP1 cell CPT
CCOC(=O)c1cc2occc2n1CC(=O)NC1CCC(C)CC1 (centres undefined)	-7%	-5%	-7%
CC(=O)Nc1cccc(NC(=S)Nc2ccc(F)cc2F)c1	-1%	1%	0%
CCN(CC)S(=O)(=O)c1ccc2c(c1)N(CC(=O)Nc1ccc(NC(C)=O)cc1)C(=O)CO2	-17%	-2%	3%

4 of the compounds above, with each value named.
> CCOC(=O)C1=C(CN2c3ccccc3CC2C)NC(=O)NC1c1ccccc1 (centres undefined)
  DT40 TDP1 no CPT = ?	GCN5L2 inh = -11%	TDP1 cell CPT = ?
> CCc1ccc(NC(=O)CC2C(=O)Nc3c2c(=O)n(C)c(=O)n3C)cc1 (centres undefined)
  DT40 TDP1 no CPT = -1%	GCN5L2 inh = -16%	TDP1 cell CPT = -1%
> COc1ccc(NC(=O)NC2CCCCCCC2)c(OC)c1
  DT40 TDP1 no CPT = 1%	GCN5L2 inh = -4%	TDP1 cell CPT = 10%
> CCN(CC)S(=O)(=O)c1ccc2c(c1)N(CC(=O)Nc1ccc(NC(C)=O)cc1)C(=O)CO2
  DT40 TDP1 no CPT = -17%	GCN5L2 inh = -2%	TDP1 cell CPT = 3%

New compounds follow
smiles	DT40 TDP1 no CPT	GCN5L2 inh	TDP1 cell CPT
Cc1ccccc1CN1CCCN(CC(=O)Nc2c(C)cccc2C)S1(=O)=O	?	-2%	?
COc1cc(CN2CCN(CCOCCO)CC2)cc(OC)c1OC	8%	-1%	-4%
O=C(NCC1CCCO1)c1ccc2c(=O)n(-c3ccccc3)c(=S)[nH]c2c1 (centres undefined)	-16%	-7%	-6%
CC(C)OCCCn1c(SCc2cccc(Br)c2)nc2c(sc3ccccc32)c1=O	-2%	-8%	13%
COc1cc(NC(=O)CCn2c(=S)oc3ccccc32)cc(OC)c1OC	-12%	5%	7%
Cc1cccc(NC(=O)NCC2CC2)c1	-1%	1%	18%
COc1cccc(C(=O)Nc2cc(NC(=O)c3cccs3)ccc2C)c1OC	?	1%	?
Nc1sc(-c2ccccc2)cc1C(=O)NCCN1CCOCC1	?	/	-8%
COCCn1c(=NC(=O)/C=C/c2ccccc2Cl)sc2cc(NC(C)=O)ccc21	-24%	-3%	0%
O=C1C(C=Nc2ccc(F)cc2)=C(O)c2ccccc21	-15%	15%	8%
Cc1c(C(=O)NC(C)c2ccncc2)oc2ccccc12 (centres undefined)	-3%	-6%	-3%
Cc1cc2oc(C(=O)Nc3ccc(S(=O)(=O)N4CCCC(C)C4)cc3)cc(=O)c2cc1Cl (centres undefined)	?	-1%	?
Fc1ccc(C2=NC(c3cccc(C(F)(F)F)c3)=Nc3ccccc3N2)cc1	18µM*	0%	?
O=C(OCC(=O)N1CCCC1)c1ccccc1C(=O)c1ccccc1	2%	0%	-11%
COc1ccc(C2C3=C(CC(C)(C)CC3=O)OC(N)=C2[N+](=O)[O-])cc1 (centres undefined)	-20%	4%	1%
COc1ccccc1NCC(=O)N/N=C/c1cccnc1	0%	-5%	-14%
COc1cccc(C(=O)CC2(O)C(=O)N(Cc3ccccc3)c3ccccc32)c1 (centres undefined)	6.5µM*	1%	6.5µM*
O=C(Nc1nc(-c2ccc(Oc3ccccc3)cc2)cs1)C1=COCCO1	12µM*	-10%	?
O=C(c1cc(-c2ccco2)nc2ccccc12)N1CCN(Cc2ccccc2)CC1	?	-18%	-31%
CCC1Sc2ccccc2N(CC(=O)NCc2ccc(C)cc2)C1=O (centres undefined)	23µM*	-1%	?
O=C1CCCCCCCN1Cc1ccccc1	-2%	/	-5%
COc1ccc(NS(=O)(=O)c2ccc3c(c2)NC(=O)CC(=O)N3)cc1OC	2%	-1%	-11%
Cc1ccc(NC(=O)c2cc(NC(=O)CCCC(=O)O)ccc2Cl)cc1Cl	9%	-17%	2%
O=C(CCN1C(=O)c2ccccc2C1=O)N1CCCCCC1	-6%	3%	0%
COc1ccc(C(C)(C)C)cc1NC(=O)C1CCCO1 (centres undefined)	15%	-9%	-26%
Cc1ccc(N=Nc2[nH]c3ccccc3c2O)cc1	-3%	-18%	-1%
COc1ccccc1-n1ccnc1SCC(=O)NCc1ccco1	?	-9%	?
CCn1nnnc1-c1ccc(OC)c(S(=O)(=O)Nc2ccc(OC)cc2)c1	-11%	-8%	-2%
CC(Sc1nc(=O)cc(N)n1CCc1ccccc1)C(=O)NCc1ccccc1 (centres undefined)	-21%	1%	-3%
CC(=O)c1cc2c(cc1NC(=O)Cn1nc(-c3ccc(F)cc3)ccc1=O)OCO2	?	-6%	3%
CCOC(=O)C1(CC2CCCCO2)CCN(S(=O)(=O)c2ccccc2)CC1 (centres undefined)	?	-16%	?
COc1ccc(-n2c(SCc3nc(-c4ccc(Cl)cc4)no3)nnc2-c2ccncc2)cc1	?	-2%	?
Cc1cc(C(=O)Nc2ccncc2)ccc1[N+](=O)[O-]	15µM*	-5%	?

This is a subset, so the mix of outcomes need not match the whole.
